Screening results: PubChem, National Center for Advancing Translational Sciences (NCATS)
S-ASM inh = blocks human secretory acid sphingomyelinase; placental ASM, HMU-PC fluorogenic substrate, 60 min; AID 504937; hit rate 0.006% among 340,000; P17405; Potency, µM (doses to about 57.5 µM), for the others: at the top dose activity change, negative = inhibition, hits mostly inhibitors; note: potency is the fitted concentration of half-maximal effect
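Human placenta-derived ASM enzyme was preincubated with compound for 10 minutes at room temperature, then given fluorogenic substrate HMU-PC0 (9 uM final) for 60 minutes at 37 °C; a pH 10 stop preceded fluorescence reading at Ex 386/Em 447 nm.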
USP2a block = blocks human ubiquitin-specific protease USP2a | Potency, µM (highest dose often 38.3 µM), without a hit: at the top dose activity change, negative = inhibition, usual class: inhibitors | O75604 | hit rate 0.01% among 330,000 | USP2 core, Ub-CHOP2 coupled fluorogenic reporter, 485/531 | AID 463254;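 note: potency is the fitted concentration of half-maximal effect; plate controls were DMSO wells for no effect and full inhibition by NEM control for full effect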
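Deubiquitinase activity read as fluorescence (485/531 nm) after Ub-CHOP2 cleavage activates the enterokinase reporter on its substrate; USP2 core 10nM, Ub-CHOP2 and substrate 25nM each, 30min compound preincubation then 60min RT; data normalized to NEM, curves fitted.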
BRCA1 expr up = activators of BRCA1 expression | MCF7-BRCA1-FFLuc reporter, luminescence, 48 h; response scale: scaled: vehicle 0%, 10 µM genistein 100% | Potency, µM (doses to about 46.1 µM), for the others: at the highest dose activation, hits mostly activators | hit rate 1.1% among 380,000; note: potency is the fitted concentration of half-maximal effect; nearly all actives have a fitted effect of over 80% in size; some results filed as inactive show a strong effect at the top dose
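MCF7 cells carrying a BRCA1-firefly luciferase reporter (2000 cells/well, phenol-red free MEM) were attached for 2 h at 37 °C, then given compounds for 48 h. Luminescence was read 15 min after luciferase reagent; activity normalized to genistein (10 microM) and DMSO.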
p53 reactivation = restores transcriptional activity of mutant p53. hit rate 0.063% among 320,000. H1299 p53-A138V BP100-luciferase reporter, luminescence, 24 h. AID 504706. Potency, µM (titrated, usually from 92.2 µM), for inactives: top-dose activity change, positive = activation, most hits filed as activators; note: potency is the fitted concentration of half-maximal effect; % of control where 0% means no effect; nearly all actives have a fitted effect of over 45% in size
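p53-null H1299 cells stably carrying temperature-sensitive p53-A138V and a BP100-luciferase reporter were pinned with compounds (4-point, 1:5 series) and held 24 hrs at 37 deg C. Luminescence was read 10 min after detection reagent.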
uPA surface inh = cell surface uPA generation inhibition; cell surface uPA generation assay, qHTS; hit rate 0.31% among 330,000; Potency, µM (series often up to 38.3 µM), for inactives: top-dose activity change, negative = inhibition, hits mostly inhibitors; active = well fitted inhibition curve with a large enough effect; inconclusive = small, poorly fitted or top-dose-only effect; inactive = no such curve, though single readings can be large or run the other way; tested in mouse RAW 264.7 cells; note: potency is the fitted concentration of half-maximal effect; % is set by controls: 0 for no effect and ±100 for the full control effect; nearly all actives have a fitted effect of over 55% in size
a7 integrin act = activators of alpha7 integrin expression for muscular dystrophy; alpha7betagal myoblasts, beta-gal FDG fluorescence, 48 h; Potency, µM (titrated, usually from 38.3 µM), inactives show top-dose activation, usual class: activators; AID 624291; hit rate 0.064% among 350,000;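 note: potency is the fitted concentration of half-maximal effect; 100% = response of the positive control SU9516; nearly all actives have a fitted effect of over 60% in size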
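Alpha7betagal+/- myoblasts (passage 13) were plated 16-24 hr, then exposed to compounds (1:260 dilution of DMSO stock) for 48 hours at 37C. After MPER lysis, β-galactosidase reporter activity was read as FDG fluorescence (ex 480/em 540) after 30 minutes.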
TRPV1 ag = activates the human vanilloid receptor TRPV1; activation, % at 8.33 µM; Q8NER1; TRPV1-expressing cells, Fluo-8 calcium influx, agonist mode; hit rate 0.19% among 320,000; in the data active = activation above about 80%; inconclusive = between about 30% and that limit; note: 0% is about no effect
Target sequence (Q8NER1 whole entry, looked up): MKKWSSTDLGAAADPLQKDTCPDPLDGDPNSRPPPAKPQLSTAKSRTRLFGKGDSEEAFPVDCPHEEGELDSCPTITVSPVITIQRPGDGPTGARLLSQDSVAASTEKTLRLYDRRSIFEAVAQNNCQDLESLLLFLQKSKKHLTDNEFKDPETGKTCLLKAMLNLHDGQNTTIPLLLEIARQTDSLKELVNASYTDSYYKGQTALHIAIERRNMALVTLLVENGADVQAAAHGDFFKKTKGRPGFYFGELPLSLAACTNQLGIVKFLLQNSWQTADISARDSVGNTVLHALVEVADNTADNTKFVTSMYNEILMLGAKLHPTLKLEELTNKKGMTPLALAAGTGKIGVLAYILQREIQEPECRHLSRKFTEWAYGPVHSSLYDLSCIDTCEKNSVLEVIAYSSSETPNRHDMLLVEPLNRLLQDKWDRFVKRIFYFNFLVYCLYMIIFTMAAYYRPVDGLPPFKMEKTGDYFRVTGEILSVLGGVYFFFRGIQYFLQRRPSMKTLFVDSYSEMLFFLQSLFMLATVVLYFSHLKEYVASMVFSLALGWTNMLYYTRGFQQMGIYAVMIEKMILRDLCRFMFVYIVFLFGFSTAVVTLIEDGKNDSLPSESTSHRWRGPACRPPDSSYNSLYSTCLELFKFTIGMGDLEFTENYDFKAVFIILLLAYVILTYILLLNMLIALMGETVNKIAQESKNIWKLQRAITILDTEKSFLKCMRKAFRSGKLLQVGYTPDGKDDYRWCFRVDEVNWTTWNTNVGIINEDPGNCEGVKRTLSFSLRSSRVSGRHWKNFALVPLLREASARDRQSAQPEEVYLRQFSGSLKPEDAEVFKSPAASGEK
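TRPV1-expressing cells were cultured overnight at 35.5C and loaded with Fluo-8 calcium dye for 40 to 90 min at room temperature. After a 10 s baseline, compound was added and calcium influx was read kinetically for 3 min (ex 480/em 520 nm).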
Eya2 inh = Eya2 (human) phosphatase inhibition. O00167. recombinant Eya2, OMFP fluorescence dephosphorylation (OMFP is methylfluorescein phosphate). Potency, µM (series often up to 76.9 µM), without a hit: at the highest dose activity, negative = inhibition, usual class: inhibitors. hit rate 0.006% among 330,000. AID 488837; note: potency is the fitted concentration of half-maximal effect; % is set by controls: 0 for no effect and ±100 for the full control effect
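Eya2 (0.2 uM) preincubated 10 min at ambient with compound, then OMFP substrate added at 50 uM; 10 min reaction in 50 mM HEPES pH 7.5, 50 mM NaCl, 5 uM MgCl2, 0.05% BSA, 1 mM DTT. Fluorescence read at Ex 485/Em 525 nm.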
B2AR arrestin = recruits beta-arrestin to the human beta2-adrenergic receptor | hit rate 0.02% among 330,000 | Potency, µM (top dose mostly 46.1 µM), for the others: at the top dose activation, usual class: activators | beta-arrestin recruitment to beta2AR, cell-based reporter | P07550 | AID 492947;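 note: potency is the fitted concentration of half-maximal effect; 0% = DMSO controls and full agonism = EC100 isoproterenol or metaproterenol; nearly all actives have a fitted effect of over 65% in size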
ELG1 genotox = induces genotoxicity in HEK293T cells with luciferase-tagged ELG1; HEK293T ELG1-luciferase reporter, luminescence, 16 h; hit rate 1.3% among 330,000; Potency, µM (doses to about 46 µM), for inactives: at the top dose activity change, positive = activation, hits mostly activators; AID 504466; note: potency is the fitted concentration of half-maximal effect; % of control where 0% means no effect; nearly all actives have a fitted effect of over 60% in size
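DMSO vehicle served as control against compound-treated ELG1-luciferase HEK293T cells; exposure lasted 16 hr at 37 °C and 5% CO2, followed by ONE-Glo luminescence detection after 30 min.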
PTAP TSG101 blk = blocks PTAP/TSG101 interaction to inhibit HIV-1 budding. Q99816. 340,000 tested, under 10 active. AID 493005. Potency, µM (series often up to 115 µM), for the others: at the highest dose activity change, negative = inhibition, hits mostly inhibitors. Fluorescence polarization, FITC-PTAP peptide / Tsg101 binding; active = well fitted inhibition curve with a large enough effect in the main read-out, with a control signal flat, not every such curve was filed as active; inconclusive = small, poorly fitted or top-dose-only effect, or effect the other way, or a change in a side signal; inactive = no such curve, though single readings can be large or run the other way; note: potency is the fitted concentration of half-maximal effect; % of control where 0% means no effect
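FP read-out: FITC-PTAP peptide, 50 nM final, binding Tsg101 binding domain, 10 uM final; 20 min, r.t.; 10 mM HEPES pH 7.5, 0.15 M NaCl, 0.01% Tween 20, 3 mM EDTA, 0.1 mM TCEP.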
* marks the source's active call; other numbers are inactive results; ? = inconclusive; · = not tested or not shown; [ ] = dose if it differs, or a comment. Unless noted, calls come from the whole dose curve; as a rule, active = well fitted curve in the direction sought with a large enough effect; inconclusive = small, poorly fitted or top-dose-only effect, or another doubt; inactive = no such curve, though single readings can be large; an effect the other way counts as inactive or inconclusive.

Order of values – S-ASM inh, USP2a block, BRCA1 expr up, p53 reactivation, uPA surface inh, a7 integrin act, TRPV1 ag, Eya2 inh, B2AR arrestin, ELG1 genotox, PTAP TSG101 blk
COc1ccccc1P(=O)(c1ccccc1)c1ccc([N+](=O)[O-])cc1 (configuration not stated)
 : 4.7%, 0.4%, -20.4%, -5.1%, -8.5%, 16.6%, -4.7, 1.4%, 0.1%, -2.3%, -7.3%
CCCCC(CC)CNC(=O)CCS(=O)(=O)c1cccc2nonc12 (configuration not stated)
 : -1.3%, 0.5%, -5.2%, -2.4%, 4.8%, 0.0%, 5.5, -23.5%, -0.3%, -0.4%, -3.1%
Cc1cc(C)cc(C(=O)NC(CC(N)=O)c2ccc(NC3CCCCCCC3)c([N+](=O)[O-])c2)c1 (configuration not stated)
 : -9.1%, 2.7%, -8.2%, 5.0%, 6.5%, 29.1%, -0.7, -15.8%, 0.2%, -0.1%, -6.4%
CC(=O)Nc1ccc(OCC(O)CN2C(C)CCCC2C)cc1 (configuration not stated)
 : 2.2%, 3.8%, -19.8%, 12.4%, 2.5%, 14.2%, -0.6, -9.9%, 0.1%, 3.0%, -0.8%
CC(C)c1ccc(CNCCCSc2ncccn2)cc1
 : 2.1%, 0.5%, 0.7%, -5.1%, -27.0%, -66.3%[inhibitor], 4.0, 0.7%, 6.1%, -5.6%, -2.3%
Cc1cc(NC(=O)CCC(=O)N(CC(=O)NCC2CCCO2)c2ccc(Cl)c(Cl)c2)no1 (configuration not stated)
 : -2.1%, 3.8%, -9.2%, -4.4%, -12.5%, 4.8%, -1.8, -0.6%, -0.3%, -3.2%, -3.1%
Cc1ccc(OCCCC(=O)Nc2ccc(S(=O)(=O)Nc3cc(C)nc(C)n3)cc2)cc1
 : -7.3%, 1.0%, 3.2%, ·, 6.7%, 28.7%, -2.0, 10.5%, -0.6%, 0.6%, 0.4%
CCCc1nnc(SCC(=O)Nc2nc(C)cs2)n1CCOC
 : -0.6%, 1.1%, 23.9%, 8.5%, -3.8%, 31.0%, -0.9, 4.1%, 0.0%, ?, -6.2%
CCCCCn1c(N2CCC(C(N)=O)CC2)nc2c1c(=O)[nH]c(=O)n2C
 : 5.2%, 1.1%, -28.4%, -0.5%, -1.7%, -10.2%, 0.2, 13.3%, 0.6%, 10.7%, 3.5%
CC1CCCN(C(=O)Nc2ccc(Br)cc2Cl)C1 (configuration not stated)
 : -1.0%, -0.6%, ?, 18.7%, 5.5%, -1.4%, 1.9, 10.4%, 0.4%, ?, -1.9%
O=C(/C=C/c1cn(-c2ccccc2)nc1-c1cccs1)NCCN1CCOCC1
 : -10.0%, 10.1%, 21.8%, ?, -15.4%, -14.1%, 19.5, ?, -0.7%, -8.9%, -0.8%
CCN1CCN(c2ccc(S(=O)(=O)N3CCCCC3)cc2NC(=O)/C=C/c2ccc(OC)c(OC)c2)CC1
 : 4.5%, -1.4%, -6.5%, 7.1%, ?, -52.3%[inhibitor], 0.5, -1.3%, -0.1%, ?, 0.8%
CCOC(=O)C1Sc2[nH]c(=O)sc2C(c2ccc(Cl)cc2)C1C(=O)OCC (configuration not stated)
 : -10.3%, 2.7%, -45.8%, 6.7%, -0.2%, -21.5%, 0.7, 12.0%, -0.8%, -3.9%, -2.1%
O=C(/C=C/c1ccc(S(=O)(=O)N2CCOCC2)cc1)NCc1ccccc1
 : -3.4%, -0.2%, -1.4%, -20.8%, -9.5%, -14.5%, 2.5, -3.5%, -0.9%, 2.3%, -5.4%
N#C/C(=C/c1ccc(F)cc1)c1nc(CCN2C(=O)c3ccccc3C2=O)cs1
 : -1.4%, 1.5%, 2.8%, 11.8%, 2.4%, 6.7%, 6.2, 6.1%, -0.2%, -10.0%, -5.9%
Cc1ccc(C2CC(=O)N3CN(Cc4ccco4)CSC3=C2C#N)cc1 (configuration not stated)
 : -5.7%, 0.1%, -1.8%, 1.7%, 1.4%, -19.3%, 0.0, -1.2%, 0.4%, -0.2%, -6.9%
O=C1CCCC2=C1C(Cc1ccccc1)C1=C(CCCC1=O)O2
 : 0.1%, -1.5%, -3.9%, 9.0%, 3.5%, -22.2%, -4.1, -15.0%, 0.2%, -0.1%, -1.6%
O=[N+]([O-])c1cccc(C(=S)N2CCN(c3ccccc3)CC2)c1
 : -4.2%, 1.0%, -9.4%, -7.3%, 2.2%, -10.0%, 2.3, -5.5%, 0.0%, 1.9%, -2.0%
Nc1nccc(/C=C/c2c(Cl)cccc2Cl)n1
 : 19.2%, -0.3%, 8.7%, -2.7%, -8.8%, -27.4%, -7.5, 13.9%, 0.3%, -0.6%, -3.7%
CCOc1ccc(OCCC(=O)OCC(=O)N2CCN(S(=O)(=O)c3ccc(C)cc3)CC2)cc1
 : 0.9%, -0.8%, -27.7%, -25.1%, ?, 13.0%, -0.2, -0.5%, -1.6%, 5.9%, -3.2%
Cc1cc(N/C(=N\S(=O)(=O)c2ccc(F)cc2F)c2ccccc2)no1
 : 5.9%, 0.8%, 3.1%, 0.5%, ·, -33.2%[7.66 µM], -0.3, -5.7%, 0.2%, -0.7%, -1.6%
COCCCNC(NC(=O)c1ccc(Cl)cc1)C(Cl)(Cl)Cl (configuration not stated)
 : 2.9%, 1.5%, -27.7%, 1.7%, 1.4%, -30.2%, 11.5, 11.8%, -0.4%, -4.3%, -3.8%
CCN1CCN(c2ccc(S(=O)(=O)N3CCCCC3)cc2NC(=O)c2cccc(C)c2)CC1
 : 4.2%, -0.3%, -15.0%, 6.8%, -7.2%, -32.6%, 0.5, -18.5%, -1.0%, 0.3%, -0.8%
COc1ccc(CNc2ncc(-c3ccc(Cl)cc3)n2C)c(OC)c1OC
 : -7.3%, -1.5%, 0.0%, ·, 1.5%, ?, 5.1, ?, -0.1%, -6.8%, -0.8%
CC(C)c1cccc(OCCCCN(C)C)c1
 : 0.6%, -3.9%, -26.1%, 7.6%, -1.6%, -0.1%, -4.1, -21.1%, -0.2%, -10.4%, -5.2%
CN(C)S(=O)(=O)c1cccc(C(=O)Nc2cc(Cl)cc(Cl)c2)c1
 : -19.6%, 5.4%, 17.9%, 10.8%, -6.8%, -25.9%, 1.6, -6.3%, 0.0%, 3.5%, -0.4%
Cc1cccc(OC2CCN(Cc3nc(CC4CC4)no3)CC2)c1
 : -2.6%, 3.1%, 0.0%, -1.3%, 6.2%, 20.3%, 6.7, -9.3%, -1.0%, -0.5%, -12.7%
CCSc1nnc(-c2cc(Br)ccc2N)c(=O)[nH]1
 : 0.3%, 4.0%, 2.9%, 9.2%, 2.4%, -10.9%, 0.6, 4.8%, 0.1%, -1.6%, -3.1%
COc1ccc(C(=O)OCC(=O)NCCCc2ccccc2)cc1OC
 : -1.8%, 0.1%, 11.7%, -2.0%, 7.0%, 2.2%, 27.0, -4.3%, 0.0%, -0.5%, -7.2%
O=C(NCc1ccco1)C1(S(=O)(=O)c2ccc(Cl)cc2)CC1
 : 6.3%, 0.0%, 0.1%, 3.3%, ·, -8.4%, 2.2, 9.2%, 0.2%, 2.9%, -2.1%
COc1ccc([C@H]2CC(=O)C=C(c3ccc(C)cc3)C2)cc1OC
 : -5.3%, 0.0%, -18.0%, -17.7%, -17.6%, -17.7%, ?, -2.6%, 0.1%, 0.3%, -6.8%
COc1ccc(Cn2c(=O)[nH]c3cc(C(=O)NCCCN4CCCCCC4)ccc3c2=O)cc1
 : 63.3%[activator], 0.8%, -33.8%, 14.0%, -3.2%, -55.9%[inhibitor], 0.6, -9.5%, 0.4%, 4.0%, -2.3%
COCCCn1cnc2c(c1=O)c1nc3ccccc3nc1n2-c1ccc(C)cc1
 : 31.6%[activator], 3.3%, -1.7%, -5.0%, 11.8%, 11.5%, 5.8, 1.1%, -0.4%, 2.4%, -4.6%
CCn1c(O)c(N=NC(=O)CNC(=O)c2ccccc2F)c2ccccc21
 : -4.0%, -0.2%, -12.0%, -7.5%, 4.3%, -11.2%, -3.1, 8.2%, 0.4%, -1.2%[9.26 µM], -1.8%
CC(C)(C)NC(=O)C(c1ccc(O)cc1)N(Cc1ccco1)C(=O)Cn1nnc(-c2cccs2)n1 (configuration not stated)
 : -8.1%, 3.7%, -19.0%, -3.6%, -5.4%, -11.8%, -3.3, -2.3%, 0.5%, -0.9%, -0.8%
Cc1cc(Nc2ccccc2Br)n2nc(C)nc2n1
 : -1.1%, -0.4%, 2.8%, -4.7%, -6.5%, 23.7%, -2.1, 6.8%, -0.8%, 2.0%, -4.6%
